# VLA-4 inh: inhibition in a human VLA-4 binding assay | P13612 | VLA-4 expressing cells, ligand binding flow cytometry | inhibition, % (about 7 µM as worked out from the volumes in the protocol) | 330,000 tested, 0.2% active | AID 2557; in the data active = inhibition above about 50%
# MEP2 TOR yeast: modulators of TOR pathway MEP2-GFP in S. cerevisiae | S. cerevisiae MEP2-GFP strain, flow cytometry GFP, 3 h; 100% = DMSO control level | GFP response vs DMSO, % at 10 µM | 330,000 tested, 0.51% active | AID 2016;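 active = GFP response versus DMSO above a set limit, roughly screen mean plus 3 SD, cut at about 180% in these data; inconclusive = fewer than 70 cells counted for a yeast strain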;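 also: median GFP fluorescence of the barcode-gated MEP2-GFP cells per well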
# AGP1 TOR yeast: yeast TOR pathway AGP1-GFP modulation; S. cerevisiae AGP1-GFP multiplex flow cytometry, 3 h; GFP as percent of DMSO wells; GFP response vs DMSO, % at 10 µM; 320,000 tested, 0.02% active; AID 2066;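 active = GFP response relative to DMSO above a set limit, near screen average plus 3 SD, cut at about 150% in these data; inconclusive = fewer than 70 cells counted for the yeast strain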;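 also: median GFP channel fluorescence of the gated AGP1 strain per well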
# LAP4 TOR yeast: yeast TOR pathway LAP4-GFP modulation; S. cerevisiae LAP4-GFP multiplex, flow cytometry GFP, 3 h; median GFP as percent of DMSO wells; GFP response vs DMSO, % at 10 µM; 320,000 tested, 0.34% active; AID 2023;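 active = GFP response vs DMSO above a set limit, about the screen mean plus 3 SD, cut at about 150% in these data; inconclusive = under 70 cell events counted for the yeast strain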
# JMJD2C inh: inhibitors of human GASC-1 (JMJD2C) demethylase | Q9H3R0 | GST-JMJD2C(1-420) H3K9me3 demethylation, DELFIA europium | inhibition, % at 2.35 µM | 330,000 tested, 0.069% active | AID 2099;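 active = more than half of a compound's replicate wells show inhibition beyond 50%, single wells judged on their own value; inconclusive = some, but no more than half, of replicates pass 50% inhibition; inactive = no replicate passes 50% inhibition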;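 also: signal counts dimethyl H3K9 product captured on neutravidin plate; 0% = median of DMSO wells and 100% = 0.3 times that DMSO median; strong numbers were not always called active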
# CIT2 TOR yeast: alters CIT2-GFP fluorescence in TOR pathway yeast screen. S. cerevisiae CIT2-GFP strain, flow cytometry, 3 h; 100 means same as DMSO wells. AID 2029. 320,000 tested, 0.065% active. GFP response vs DMSO, % at 10 µM;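 active = GFP response relative to DMSO above a set limit, near the screen mean plus 3 SD, cut at about 150% in these data; inconclusive = Fewer than 70 cells measured for a yeast strain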;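 also: ratio of well median GFP fluorescence to mean of DMSO wells on the plate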
# GRK2 aptamer HTS: inhibitors of human GRK2 displacing RNA aptamer; P25098; bead flow cytometry, FAM-aptamer displacement from GRK2; inhibition of aptamer binding, % at 10 µM; 330,000 tested, 0.59% active;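 active = inhibition of aptamer binding above 40%, roughly 3 SD of noise, on plates passing a quality check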;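 also: median bead fluorescence of bound FAM aptamer so fluorescent compounds give negative values; no value below 0 was filed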
# Target sequence (P25098 whole entry, looked up): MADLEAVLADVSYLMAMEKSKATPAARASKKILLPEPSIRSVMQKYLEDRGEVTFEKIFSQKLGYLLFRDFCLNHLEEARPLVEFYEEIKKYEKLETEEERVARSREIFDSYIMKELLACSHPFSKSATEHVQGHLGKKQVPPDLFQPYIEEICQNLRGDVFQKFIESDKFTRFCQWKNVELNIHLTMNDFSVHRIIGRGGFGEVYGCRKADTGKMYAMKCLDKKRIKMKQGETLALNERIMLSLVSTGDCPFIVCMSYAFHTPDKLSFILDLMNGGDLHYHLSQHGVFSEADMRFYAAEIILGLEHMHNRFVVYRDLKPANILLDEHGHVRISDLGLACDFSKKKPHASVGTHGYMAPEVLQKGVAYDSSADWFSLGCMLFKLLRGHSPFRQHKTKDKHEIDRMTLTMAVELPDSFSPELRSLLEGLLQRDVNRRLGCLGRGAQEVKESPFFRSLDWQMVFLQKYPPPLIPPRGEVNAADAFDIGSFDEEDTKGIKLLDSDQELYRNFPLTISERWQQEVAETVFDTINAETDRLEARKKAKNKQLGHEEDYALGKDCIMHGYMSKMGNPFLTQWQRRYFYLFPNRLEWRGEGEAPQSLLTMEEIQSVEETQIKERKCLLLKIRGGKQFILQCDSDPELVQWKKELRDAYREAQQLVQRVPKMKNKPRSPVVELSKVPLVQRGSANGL
# RPL19A TOR yeast: modulators of TOR pathway RPL19A-GFP in S. cerevisiae. 330,000 tested, 0.3% active. S. cerevisiae RPL19A-GFP strain, flow cytometry, 3 h; active compounds read low. AID 2025. percent response vs DMSO, % at 10 µM;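 active = percent response vs DMSO below 50%; inconclusive = fewer than 70 events counted for the yeast strain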;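 also: median channel GFP fluorescence of the barcoded RPL19A-GFP strain; ratio of sample median GFP to plate DMSO average so 100% = DMSO; lower means less RPL19A-GFP as with rapamycin TOR inhibition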
# * marks the source's active call; other numbers are inactive results; ? = inconclusive; . = not tested or not shown; [ ] = dose if it differs, or a comment.
item	VLA-4 inh	MEP2 TOR yeast	AGP1 TOR yeast	LAP4 TOR yeast	JMJD2C inh	CIT2 TOR yeast	GRK2 aptamer HTS	RPL19A TOR yeast	Compound
1	-1	104	105	94	8	107	3	101	O=S1(=O)NC2CCCCCN2c2ccc(F)cc21 (stereo unspecified)
2	-3	101	96	101	-19	94	0	96	COc1cccc(OC)c1/C(O)=C(\C#N)c1nc2ccccc2[nH]1
3	-2	102	106	99	-5	100	0	97	CCc1cccc(NC(=O)CCNS(=O)(=O)c2cc(Br)cnc2N)c1
4	2	209*[may fluoresce violet]	20[may fluoresce violet]	77[may fluoresce violet]	5	?	2	70[may fluoresce violet]	Cc1ccc(Nc2nc(C)cc(C)c2C(N)=O)cc1
5	9	92	93	82	-6	97	3	94	O=C(CSc1nnc(CNC(=O)c2ccccc2F)o1)Nc1cccc(C(F)(F)F)c1
6	19	104	95	105	-5	98	1	98	Fc1nc(F)c(F)c(NCCCNc2c(F)c(F)nc(F)c2F)c1F
7	17	105	110	116	-4	107	2	110	O=[N+]([O-])c1cc(S(=O)(=O)N2CCCC2)ccc1N/N=C/c1cccs1
8	3	110	107	104	27	103	3	103	CC1(C)CC2CC(C)(CN2C(=O)NC(=O)c2ccccc2)C1 (stereo unspecified)
9	-1	102	97	89	-9	99	0	104	COc1ccc(N(CC(=O)NCCc2ccc(OC)c(OC)c2)S(=O)(=O)c2ccc(OC)c(OC)c2)cc1
10	15	99	106	103	5	105	0	101	O=C(NCc1cccnc1)c1cc(S(=O)(=O)N2CCOCC2)c(Cl)cc1Cl
11	-3	99	109	104	-5	107	1	103	CN(CC(=O)Nc1ccc(F)cc1)C(=O)c1cccc(S(=O)(=O)N2CCN(c3ccc(F)cc3)CC2)c1
12	11	98	110	100	-46	84	0	95	O=C(COc1ccc([N+](=O)[O-])cc1)Nc1cc(S(=O)(=O)N2CCCCC2)ccc1N1CCCCC1
13	18	99	100	104	5	98	0	100	NC(=O)c1ccc(NC(=O)COC(=O)c2ccc3c(c2)OCO3)cc1
14	7	105	104	103	3	107	2	103	O=C(CNC(=O)c1cc(Cl)cc([N+](=O)[O-])c1)OCC(=O)N1CCCCC1
15	4	110	99	93	-3	111	0	107	COc1ccc(CNC(=O)CN2CCN(c3ccc(F)cc3)CC2)cc1
16	-11	108	88	87	-5	92	2	104	Cn1cc(CNC(=O)C2CCC(=O)N(Cc3ccccc3F)C2)cn1 (stereo unspecified)
17	-3	99	102	101	9	107	1	107	C/C(CC(=O)N1CCN(C=O)CC1)=N\NC(=O)c1cc2ccccc2cc1O
18	6	104	102	103	7	90	1	99	CS(=O)(=O)n1nc(NCc2cccs2)nc1NCc1cccs1
19	5	103	104	104	3	96	5	98	C/C(=N\N=C(/C)c1cccc(N)c1)c1cccc(N)c1
20	12	99	91	98	-6	93	1	90	CCO/C=C/C(O)(CNC(=O)c1ccc(C(C)(C)C)cc1)C(F)(F)F (stereo unspecified)

# (listing goes on)
item	VLA-4 inh	MEP2 TOR yeast	AGP1 TOR yeast	LAP4 TOR yeast	JMJD2C inh	CIT2 TOR yeast	GRK2 aptamer HTS	RPL19A TOR yeast	Compound
21	0	102	93	109	-3	98	0	100	CCc1c(C)sc(NC(=O)c2cc(C)on2)c1C#N
22	-3	83	102	99	19	86	60*	92	CCCOC(=O)CCCN1C(=O)/C(=C2\SC(=S)N(CCCC(=O)OCCC)C2=O)SC1=S
23	-10	112	110	109	17	118	4	111	Cn1c(=O)oc2cc(S(=O)(=O)NCCC(=O)N3CCc4ccccc4C3)ccc21
24	6	100	102	102	?	83	1	98	C=CCSc1nc2c(c(C3CC=CCC3)c1C#N)CCC2 (stereo unspecified)
25	1	92	99	100	-3	93	0	93	O=C(O)c1ccc(N2CCS(=O)(=O)CC2)cc1
26	7	102	95	104	25	100	1	98	CC(=O)c1ccc(NC(=O)C(C)Nc2ccc(Cl)cc2)cc1 (stereo unspecified)
27	7	112	105	92	-26	108	6	107	COc1ccc(CCN2C(=O)N[C@@H](CCC(=O)O)C2=O)cc1
28	11	102	86	88	8	94	0	90	O=C(CSc1ccc(Cl)cc1)Nc1ccc(-c2nc3ccccc3[nH]2)cc1
29	1	108	101	102	5	99	0	96	Clc1ccc2nc(C3CCN(Cc4nnnn4C4CCCCC4)CC3)[nH]c2c1
30	-2	98	101	108	-8	100	0	94	Nn1c(SCC(=O)NCC2CCCO2)nnc1-c1ccco1 (stereo unspecified)
31	7	98	90	92	-1	95	0	98	O=C(N/C(=C/c1ccco1)C(=O)N1CCOCC1)c1cccs1
32	-3	122	107	123	11	121	4	92	CC(C)Cc1cc(CNC(=O)C2CCC(=O)N(Cc3cccc(C(F)(F)F)c3)C2)on1 (stereo unspecified)
33	7	90	100	126	-4	81	2	98	C=CCNC(=O)/C(C#N)=C/c1cc(Br)ccc1OC
34	-3	99	98	109	7	104	0	100	COc1ccc(/C=C/c2nnc(NC(C)=O)s2)cc1
35	-10	101	99	101	-3	98	5	98	O=C(COC(=O)c1ccc(S(=O)(=O)NCc2ccco2)cc1)Nc1ccccc1OC(F)F
36	8	100	98	99	-5	88	0	98	COc1ccccc1N(CC(O)Cn1ccnc1C)S(=O)(=O)c1ccc(C)cc1 (stereo unspecified)
37	4	104	105	109	8	99	1	108	COC(=O)c1ccccc1NC(=O)CSc1nnc(-c2ccoc2C)n1C
38	-9	627*[may fluoresce violet]	?	95[may fluoresce violet]	6	?	0	52[may fluoresce violet]	Cc1cc(C)cc(Oc2nc3ccccn3c(=O)c2/C=C(\C#N)C(=O)NC2CCS(=O)(=O)C2)c1 (stereo unspecified)
39	6	105	86	94	-1	91	0	102	CCOC(=O)C1CCCN(C2=NC(=O)/C(=C/c3ccc(OC)c(OC)c3)S2)C1 (stereo unspecified)
40	3	108	108	104	-25	98	5	104	O=C(CCC(=O)OCc1cccc(C(=O)Oc2ccccc2)c1)Nc1cccc2ccccc12

# An excerpt from above in order of heavy-atom count, lowest first.
item	VLA-4 inh	MEP2 TOR yeast	AGP1 TOR yeast	LAP4 TOR yeast	JMJD2C inh	CIT2 TOR yeast	GRK2 aptamer HTS	RPL19A TOR yeast	Compound
34	-3	99	98	109	7	104	0	100	COc1ccc(/C=C/c2nnc(NC(C)=O)s2)cc1
28	11	102	86	88	8	94	0	90	O=C(CSc1ccc(Cl)cc1)Nc1ccc(-c2nc3ccccc3[nH]2)cc1
39	6	105	86	94	-1	91	0	102	CCOC(=O)C1CCCN(C2=NC(=O)/C(=C/c3ccc(OC)c(OC)c3)S2)C1 (stereo unspecified)

# (further entries)
item	VLA-4 inh	MEP2 TOR yeast	AGP1 TOR yeast	LAP4 TOR yeast	JMJD2C inh	CIT2 TOR yeast	GRK2 aptamer HTS	RPL19A TOR yeast	Compound
41	8	90	53	149	1	57	1	71	Cc1ccc(-n2c(C)cc(C(=O)COC(=O)c3ccc[nH]c3=O)c2C)cc1
42	0	96	103	101	-2	96	0	107	COc1cc(/C=C(\C#N)c2nc3ccccc3[nH]2)cc(Br)c1OCc1ccccc1
43	-8	133	101	110	-1	83	18	103	Cc1nc(Cl)c(C(=O)NC(=O)NCc2ccccc2)c(C)c1Cl
44	3	105	96	105	2	97	1	105	Cc1cc(OCCOCCN(C)C)ccc1Cl
45	6	98	90	108	9	.	5	97	O=C(CSc1nnc(-c2ccccc2)o1)N1CCc2ccccc2C1
46	-9	95	90	93	-4	91	1	94	COc1ccc(/C=C/C(=O)Nc2ccc(-n3nncc3-c3ccc(OC)c(OC)c3)cc2)cc1OC
47	-4	120	92	79	13	93	0	111	O=C(Nc1nccs1)c1cc(-c2ccccn2)nc2c(Cl)cccc12
48	2	106	101	101	11	104	0	101	CCCCC(OC(=O)CN1C(=O)COc2ccccc21)C(=O)NC1CCCCC1 (stereo unspecified)
49	4	98	96	107	4	84	0	103	N#CC1(C#N)CC(C=O)=C(N)C1(C#N)CC(=O)C12CC3CC(CC(C3)C1)C2 (stereo unspecified)
50	8	103	.	106	0	103	0	102	Cc1occc1C(=O)NCCCc1ccccc1
51	-2	101	99	95	-8	100	0	100	CC(CCc1ccccc1)NC(=O)CC(C)c1ccccc1 (stereo unspecified)
52	-3	101	104	101	0	100	0	96	COc1ccc(CCNC(=O)C/C(C)=N/NC(=O)C(c2ccccc2)c2ccccc2)cc1OC

# Grouped by structure: the compounds so far containing an aryl methoxy group
item	VLA-4 inh	MEP2 TOR yeast	AGP1 TOR yeast	LAP4 TOR yeast	JMJD2C inh	CIT2 TOR yeast	GRK2 aptamer HTS	RPL19A TOR yeast	Compound
2	-3	101	96	101	-19	94	0	96	COc1cccc(OC)c1/C(O)=C(\C#N)c1nc2ccccc2[nH]1
9	-1	102	97	89	-9	99	0	104	COc1ccc(N(CC(=O)NCCc2ccc(OC)c(OC)c2)S(=O)(=O)c2ccc(OC)c(OC)c2)cc1
15	4	110	99	93	-3	111	0	107	COc1ccc(CNC(=O)CN2CCN(c3ccc(F)cc3)CC2)cc1
27	7	112	105	92	-26	108	6	107	COc1ccc(CCN2C(=O)N[C@@H](CCC(=O)O)C2=O)cc1
33	7	90	100	126	-4	81	2	98	C=CCNC(=O)/C(C#N)=C/c1cc(Br)ccc1OC
34	-3	99	98	109	7	104	0	100	COc1ccc(/C=C/c2nnc(NC(C)=O)s2)cc1
36	8	100	98	99	-5	88	0	98	COc1ccccc1N(CC(O)Cn1ccnc1C)S(=O)(=O)c1ccc(C)cc1 (stereo unspecified)
39	6	105	86	94	-1	91	0	102	CCOC(=O)C1CCCN(C2=NC(=O)/C(=C/c3ccc(OC)c(OC)c3)S2)C1 (stereo unspecified)
42	0	96	103	101	-2	96	0	107	COc1cc(/C=C(\C#N)c2nc3ccccc3[nH]2)cc(Br)c1OCc1ccccc1
46	-9	95	90	93	-4	91	1	94	COc1ccc(/C=C/C(=O)Nc2ccc(-n3nncc3-c3ccc(OC)c(OC)c3)cc2)cc1OC
52	-3	101	104	101	0	100	0	96	COc1ccc(CCNC(=O)C/C(C)=N/NC(=O)C(c2ccccc2)c2ccccc2)cc1OC

# Screens: PubChem BioAssay, several laboratories
